Screens deposited in PubChem by several laboratories.
T cell HTS: T cell immune modulation candidate; 2C CD8+ T cell-vesicle binding, flow cytometry; stronger effect = lower value; calls only at 7 µM; 330,000 compounds, 0.068% hits; AID 2052;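 active = response, share of CD8 T cells binding vesicles, and their 90th percentile fluorescence all below set limits, cut at about 80% in these data, passing the limit was not always enough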
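incubation = binding step 1.5 h, 37 °C, antibody labelling 20 min, ice | test system = 2C mouse CD8+ T cells | read-out basis = percent CD8+ FL2 mean versus row control | controls = Peptide-free naked vesicles (low) and QL9 vesicles with 0.7% DMSO vehicle (high) | detection = flow cytometry of vesicle-bound cells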
NS5 inhibitors: Dengue-2 NS5 methyltransferase inhibitors, primary screen, biochemical, confirmation dose response (AID 588689) | one-dose inhibition, % at 25 µM; IC50 in µM for titrated hits | 340,000 compounds, 0.3% hits | Dengue-2 NS5 methyltransferase capping enzyme assay, biochemical; higher % means a stronger effect; in the data active = a potency from the dose series; inconclusive = inhibition above about 29% without an active follow-up result
UTI89 phage lysis: protection from phage-mediated lysis, alamar blue read-out – E. coli UTI89, K1F phage, bacterial capsule biogenesis inhibitors (AID 488966); E. coli UTI89 K1F phage lysis, alamar blue, 2 h; higher % means a stronger effect; inhibition, % at 100 µM; hits with a dose series show IC50 in µM; 340,000 compounds, 0.02% hits;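 active = phage lysis inhibition, versus mean bacterial control, above a set limit; inconclusive = no clear call, values can overlap the other calls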;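 also: capsule biogenesis inhibitors block K1F phage lysis so surviving cells raise fluorescence; higher fluorescence means more inhibition of phage lysis; actives were called in the ten point dose series up to 300 µM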
PhoP inhibition: inhibitors of PhoP regulon expression, primary screen, Salmonella Typhimurium, GFP reporter (AID 1863); 300,000 compounds, 0.16% hits; S. Typhimurium PhoP-regulated promoter GFP reporter, 4 h; higher % means a stronger effect; one-dose inhibition, % at 50 µM; IC50 in µM for titrated hits;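 active = inhibition over 29.93%, a cutoff 3 SD above the screen mean, later confirmed by dose response; inconclusive = inhibition over 29.93% but no dose response follow-up; inactive = inhibition at most 29.93% or unconfirmed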;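 also: 0% = low Mg2+ inducing control and 100% = high Mg2+ repressing control; strong numbers were not always called active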
MgcRacGAP inhibition: MgcRacGAP GTPase-activating activity inhibitors, confirmation, biochemical, ADP Hunter fluorescence | MgcRacGAP-stimulated Rac1 GTP hydrolysis, ADP Hunter fluorescence; higher % means a stronger effect; GST-tagged Rac1 F28L mutant substrate | one-dose inhibition, % at 30 µM; IC50 in µM for titrated hits | 340,000 compounds, 0.6% hits;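 active = first-screen hits whose inhibition reached a set limit at any dose in the follow-up dose series; inconclusive = inhibition above the set first-screen limit but never retested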;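 also: fluorescence reports GDP produced by GAP-driven GTP hydrolysis; strong numbers were not always called active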
Large T inhibition: SV40 large T antigen inhibitors, biochemical (AID 1903). SV40 large T antigen ATPase/helicase inhibition assay; higher % means a stronger effect. one-dose inhibition, % at 20 µM; IC50 in µM for titrated hits. 310,000 compounds, 0.39% hits; in the data active = a potency from the dose series; inconclusive = inhibition mostly from about 32% at the one dose, without a potency; inactive = the rest, 99 in 100 with inhibition below about 32%; also: strong numbers were not always called active
NTR1 agonist: agonists of NTR1, primary screen, imaging, U2OS cells, beta-arrestin-GFP, high content (AID 493036) | activation, % at 20 µM | 330,000 compounds, 0.17% hits | NTR1-U2OS beta-arrestin-GFP spot imaging, agonist mode;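 active = activation at or above 40% of the spot to cytoplasm intensity ratio, with at least 20 cells analyzed; inconclusive = wells under 20 cells, flagged as cytotoxic or low count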;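 also: 0% = DMSO without peptide and 100% = 100 nM NTR1 peptide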
Target sequence (P30989 whole entry, looked up): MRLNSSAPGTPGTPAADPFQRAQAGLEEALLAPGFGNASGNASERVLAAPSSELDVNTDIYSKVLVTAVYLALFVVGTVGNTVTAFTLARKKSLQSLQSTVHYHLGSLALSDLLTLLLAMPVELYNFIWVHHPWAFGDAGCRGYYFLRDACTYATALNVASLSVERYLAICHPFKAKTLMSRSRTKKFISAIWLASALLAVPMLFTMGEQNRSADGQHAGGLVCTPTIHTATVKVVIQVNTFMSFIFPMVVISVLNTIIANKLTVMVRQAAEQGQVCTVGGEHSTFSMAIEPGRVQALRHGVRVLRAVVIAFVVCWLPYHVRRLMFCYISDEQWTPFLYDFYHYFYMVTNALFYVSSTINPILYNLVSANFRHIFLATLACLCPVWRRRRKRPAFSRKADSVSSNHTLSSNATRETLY
West Nile virus CPE: West Nile virus antiviral activity, cell-based, CPE readout (AID 1621) | West Nile virus-infected cells, CPE inhibition; higher % means a stronger effect | CPE inhibition, % at 10 µM; hits with a dose series show IC50 in µM | 290,000 compounds, 0.02% hits; in the data active = a potency from the dose series; inconclusive = CPE inhibition mostly from about 3.7% at the one dose, without a potency; inactive = the rest, 99 in 100 with CPE inhibition below about 2.2%; also: strong numbers were not always called active
RSV CPE inhibition: inhibition of RSV-induced cytopathic effect – HEp-2 cells, primary 10 µM value included (AID 2391); HEp-2 cells, RSV-induced CPE inhibition; higher % means a stronger effect; CPE inhibition, % at 10 µM; hits with a dose series show IC50 in µM; 310,000 compounds, 0.13% hits; in the data active = a potency from the dose series; inconclusive = CPE inhibition mostly from about 23% at the one dose, without a potency; inactive = the rest, 99 in 100 with CPE inhibition below about 21%; also: strong numbers were not always called active
T cell HTS vesicle-bound %: recorded beside T cell HTS, whose call it bears; double positive events, %; measured here: CD8+ vesicle-bound cell fraction;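 binding gate set so that unloaded-vesicle control wells show 10% double positive cells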
NTR1 agonist cell count 20 µM: recorded beside NTR1 agonist, whose call it bears; cell count; measured here: cell count, cytotoxicity flag
NS5 inhibitors pilot replicate: also measured in NS5 inhibitors; calls as there; inhibition, %; measured here: pilot screen replicate inhibition
* hit, by the source's call; i = inactive; ? = inconclusive; nt = no result given; [ ] = dose if it differs, or a comment.

SMILES	T cell HTS	T cell HTS vesicle-bound %	NS5 inhibitors	UTI89 phage lysis	PhoP inhibition	MgcRacGAP inhibition	Large T inhibition	NTR1 agonist	NTR1 agonist cell count 20 µM	West Nile virus CPE	RSV CPE inhibition	others
O=C(COC(=O)CC1c2ccccc2CCN1S(=O)(=O)c1ccccc1)Nc1ccccc1 (centres undefined)	i	30	-7%	2.4%	24%	10%	-50%	0.4	69	-0.4%	4.1%
NS(=O)(=O)c1cccc(NC(=O)c2cc(-c3cccs3)nc3ccccc23)c1	i	14	0%	0.4%	0%	4%	14%	1.4	75	0.7%	2.0%
Cc1ccc(C(=O)NC(=S)N2CCCCCC2)cc1	i	39	2%	0.5%[50 µM]	nt	0%	nt	1.8	57	nt	1.7%
Cc1ccc(-n2nnnc2SCC(=O)N2CCN(C(=O)c3ccco3)CC2)c(C)c1	i	43	-3%	0.9%	-5%	14%	24%	2.5	60	-0.1%	0.8%
CCOc1ccc(CNCCN2CCCC2)cc1	i	67	nt	0.6%	-2%	22%	26%	1.1	70	-1.1%	0.2%
COc1ccc(Br)cc1/C(C)=N/NC1=NCCN1	i	39	-13%	1.2%	12%	1%	3%	0.4	61	-0.7%	10%
O=C(CSc1nnc(-c2cccs2)o1)N1CCc2ccccc21	i	11	0%	4.4%	-3%	3%	5%	2.2	60	-0.5%	0.8%
Cc1cccc(CSc2nc3c(c(=O)[nH]2)CCCC3)c1	i	44	1%	0.9%[50 µM]	-6%	5%	8%	4.1	53	-1.0%	3.0%
O=[N+]([O-])c1ccccc1NCCOc1ccccc1	i	29	-6%	0.7%[50 µM]	11%	6%	5%	2.5	67	-0.6%	13%
Cc1ccc(-n2nc3c(c2NC(=O)/C=C\c2ccc4c(c2)OCO4)CSC3)c(C)c1	i	42	-3%	-0.5%	23%	20%	12%	-1.9	89	nt	6.6%
O=C(NC(=S)Nc1ccccc1Cl)c1cnn2c(C(F)(F)F)cc(C(F)(F)F)nc12	i	53	nt	nt	-8%	nt	5%	0.9	50	0.2%	1.2%
COC(=O)CC1C(=O)NCCN1C(=O)Nc1ccc(Cl)c(Cl)c1 (centres undefined)	i	35	-6%	0.3%	7%	5%	4%	-0.1	45	0.2%	1.4%
Cc1ccc(NC(=O)CSc2nnc(CN3CCOCC3)n2C)cc1C	i	56	nt	1.3%	5%	-1%	12%	0.6	79	-0.2%	1.3%
COc1ccc(CNC(=O)C2CCN(C(=O)N(C)C)CC2)c(OC)c1	nt	nt	-8%	11%	0%	3%	5%	-1.3	75	0.2%	0.9%
CC1CCCCN1CCNC(=O)c1cnn2ccccc12 (centres undefined)	i	44	2%	-1.7%	6%	-5%	-1%	-2.6	59	0.0%	2.9%
Cc1cccc(OCC(=O)NCc2nnc3ccc(C(F)(F)F)cn23)c1C	i	32	-3%	0.0%[50 µM]	nt	-4%	nt	1.0	54	nt	0.4%
Cc1ccc(S(=O)(=O)N2CCC(C)CC2)cc1	i	56	3%	0.1%	-7%	7%	6%	0.7	54	-1.1%	0.9%	NS5 inhibitors pilot replicate=-3.4
CCOc1ncccc1C(=O)OCC(=O)c1cccc(Br)c1	i	58	9%	-0.5%	-6%	-8%	6%	-0.8	43	0.1%	-0.4%
CC(=O)Nc1ccc(S(=O)(=O)Nc2cccc(C(=O)NC(C)(C)C)c2)cc1	i	57	1%	0.3%	-7%	6%	1%	-0.5	62	0.2%	1.3%
COc1ccc(N(C(C)C(=O)Nc2ccc(S(=O)(=O)N3CCOCC3)cc2)S(C)(=O)=O)cc1 (centres undefined)	i	49	4%	0.9%	-7%	-1%	23%	2.1	32	0.6%	3.0%
CC1(C)S[C@@H]2[C@H](N=CN3CCCCCC3)C(=O)N2[C@H]1C(=O)O	i	26	nt	nt	-2%	nt	16%	-1.8	62	0.6%	-1.0%
O=C(c1ccc(F)cc1)C1CCN(C(=S)NCC2CCCO2)CC1 (centres undefined)	i	2	3%	0.1%	4%	0%	4%	2.7	40	-1.4%	?
O=C(CSc1nnnn1C1CCCC1)N1CCCCC1	nt	nt	-10%	0.3%	nt	7%	nt	-0.9	55	-0.5%	nt
CC1(c2nnc(Cc3ccccc3)o2)CC(c2ccccc2)=NO1 (centres undefined)	i	17	-12%	0.7%	nt	7%	-3%	-2.4	89	-0.1%	0.3%
Cc1onc(-c2ccccc2)c1C(=O)c1c[nH]c(C(=O)NCc2ccncc2)c1	i	26	-6%	-0.2%	3%	1%	10%	-1.1	72	0.7%	7.3%
Cc1ccc(-n2nc3c(c2NC(=O)c2c(-c4ccccc4Cl)noc2C)CSC3)cc1	i	20	nt	nt	-2%	nt	22%	3.2	52	-0.5%	0.2%
NS(=O)(=O)c1ccc(CCNC(=S)NC(=O)c2ccccc2Br)cc1	i	46	2%	-1.2%	nt	-1%	nt	-0.8	46	nt	nt
O=C(Cn1cnc(S(=O)(=O)N2CCCC2)c1)Nc1cccc(F)c1	i	32	-11%	0.1%	1%	-3%	17%	1.2	50	-0.3%	nt
O=C(O)c1ccccc1NCc1cccnc1	i	32	nt	nt	nt	nt	11%	1.0	52	nt	3.8%
COC(=O)C(CCCN1C(=O)c2ccccc2C1=O)(NC(C)=O)c1nnn(C)n1 (centres undefined)	i	66	-3%	-1.0%	5%	3%	-8%	2.8	46	-0.6%	-0.3%
O=C(CN1C(=O)NC2(CCCC2)C1=O)NCCC1=CCCCC1	i	14	-10%	0.2%	-8%	6%	7%	0.2	54	0.0%	0.9%
O=C(/C=C/c1ccc(S(=O)(=O)N2CCOCC2)cc1)N(CCO)Cc1ccccc1	i	61	-5%	0.3%	0%	6%	9%	2.0	65	-0.6%	3.2%
O=C(NC(=S)Nn1cnnc1)c1ccc(F)cc1Cl	i	18	-10%	0.2%	7%	9%	-4%	2.3	42	0.9%	-0.4%
CC(C)Oc1cccc(C(=O)Nc2ccc(Br)cc2F)c1	i	51	-12%	3.3%[50 µM]	-6%	-3%	-2%	3.9	36	-0.3%	6.2%
CCCCS(=O)(=O)Nc1ccc2c(c1)ncn2C1CCCCC1	i	35	-6%	-0.3%	2%	14%	-2%	1.8	58	-0.7%	13%
O=c1cc(CN2CCN(c3ccccc3O)CC2)nc2sccn12	i	49	9%	0.5%	-9%	-7%	12%	-1.1	53	-0.3%	0.2%
CCOC(=O)CN(c1ccccc1C)S(=O)(=O)c1ccc(Cl)cc1	i	71	-7%	-0.2%	-6%	5%	-9%	4.0	47	-1.0%	2.8%
OC(CNCC(c1ccc(Cl)cc1Cl)c1c[nH]c2ccccc12)c1ccccc1 (centres undefined)	i	48	-8%	-0.2%	11%	6%	-3%	59*	40*	nt	-4.0%
C=CCN1CCN(C(=O)c2c(-c3ccccc3)noc2C)CC1	i	29	1%	2.6%[50 µM]	-2%	8%	89%	0.6	76	0.5%	0.7%
Cc1ccc(NC(=O)CN2C(=O)NC(C)(c3ccc(Cl)cc3)C2=O)cc1S(=O)(=O)N1CCOCC1 (centres undefined)	i	42	0%	2.6%	2%	0%	9%	1.7	47	0.5%	1.6%
O=C1CC(SCCc2nc3ccccc3[nH]2)C(=O)N1c1ccc(Cl)cc1 (centres undefined)	i	39	-1%	5.0%	-3%	2%	9%	-0.9	37	0.1%	1.5%
CSc1ncccc1C(=O)Nc1ccc(S(=O)(=O)N2CCCC2)cc1	i	39	5%	0.2%[50 µM]	nt	5%	nt	-0.3	50	nt	-0.9%
CC(NC(=O)N1CCN(c2ccccc2F)CC1)c1ccc(F)c(F)c1 (centres undefined)	i	21	-8%	0.2%	4%	5%	5%	0.9	51	-1.0%	0.4%
S=c1[nH]nc(-c2cccs2)n1Cc1ccccc1	i	38	-3%	0.1%	0%	29%	10%	-0.5	56	0.1%	0.4%
C=CCn1c(SCCOc2ccc(OC)cc2)nnc1C(CO)NC(=O)c1ccc(OC)cc1 (centres undefined)	i	28	0%	4.8%	-9%	6%	19%	5.6	74	-0.2%	-1.3%
O=C(Nc1cccc(N=Cc2cc(Cl)cc(Br)c2O)c1)c1ccco1	i	6	0%	2.4%[50 µM]	26%	10%	12%	0.4	71	0.0%	8.5%
Cc1coc2cc3oc(=O)c(CC(=O)N[C@@H](CC(C)C)C(=O)O)c(C)c3cc12	i	49	5%	-0.1%	26%	15%	-3%	-0.2	34	-0.5%	0.7%
CCCCN(C(=O)C1CCCC1)c1c(N)n(CC(C)C)c(=O)[nH]c1=O	i	33	-7%	-0.2%[50 µM]	nt	4%	nt	-1.7	96	nt	-0.1%
O=C(CN(C(=O)c1csnn1)c1ccc2c(c1)OCCO2)NCc1ccc(F)cc1	i	17	-2%	1.1%	0%	14%	10%	-1.1	56	-0.5%	2.8%
O=C(O)c1ccc(CNC(=S)Nc2ccccc2)cc1	i	51	-2%	0.1%	-5%	3%	5%	0.6	55	0.6%	-0.7%
CCCCn1c(=O)c(CCC(=O)OCC(=O)NC(=O)NCCC(C)C)nc2ccccc21	i	25	-6%	-0.2%	-5%	7%	8%	8.0	54	0.8%	-0.6%
O=C(NC1CCCc2ccccc21)c1cncc(Br)c1 (centres undefined)	i	52	-5%	0.2%	8%	4%	15%	0.4	58	-0.6%	1.9%
Cc1nnc(SCC(=O)Nc2sccc2C#N)n1Cc1ccccc1	i	46	3%	0.4%	3%	7%	-1%	-0.4	54	0.0%	2.6%
COC(=O)C(Cc1ccc(O)cc1)NC(=O)C12CC3CC(CC(C3)C1)C2 (centres undefined)	i	8	-6%	0.5%	2%	12%	11%	1.2	57	0.1%	1.5%
CN(C)S(=O)(=O)N1CCN(C(=O)c2cccs2)CC1	i	29	-6%	0.0%	-2%	7%	-3%	-0.6	48	0.7%	0.4%

Random excerpt: two records from the list
SMILES	T cell HTS	T cell HTS vesicle-bound %	NS5 inhibitors	UTI89 phage lysis	PhoP inhibition	MgcRacGAP inhibition	Large T inhibition	NTR1 agonist	NTR1 agonist cell count 20 µM	West Nile virus CPE	RSV CPE inhibition	others
CCOc1ncccc1C(=O)OCC(=O)c1cccc(Br)c1	i	58	9%	-0.5%	-6%	-8%	6%	-0.8	43	0.1%	-0.4%
OC(CNCC(c1ccc(Cl)cc1Cl)c1c[nH]c2ccccc12)c1ccccc1 (centres undefined)	i	48	-8%	-0.2%	11%	6%	-3%	59*	40*	nt	-4.0%
